Sm TGR block = blocks Schistosoma mansoni thioredoxin glutathione reductase; purified TGR, DTNB reduction, TNB absorbance 405 nm; 360,000 tested, 3% active; Potency, µM (top dose mostly 114 µM), without a hit: at the highest dose activity change, negative = inhibition, hits mostly inhibitors; Q962Y6; also: potency is read from the fitted curve at half-maximal effect; nearly all actives have a fitted effect of over 60% in size
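TGR 20 nM + NADPH 100 uM (dispensed conc.), cpd preinc 15 min RT; start with NADPH (500 uM addition) then DTNB (15 mM addition). Kinetic TNB absorbance, 405 nm filter. Four-parameter Hill fit across titration.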
AMA1-RON2 inh = inhibitors of Plasmodium falciparum AMA1-RON2 interaction | AlphaScreen AMA1-biotinylated RON2 peptide binding | Potency, µM (top dose mostly 58.2 µM), without a hit: at the highest dose activity change, negative = inhibition, usual class: inhibitors | 360,000 tested, 0.2% active | AID 720542;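 also: potency is read from the fitted curve at half-maximal effect; 0% = vehicle wells and -100% = peptide control; nearly all actives have a fitted effect of over 45% in size; some results filed as inactive show a strong effect at the top dose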
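AMA1 (3D7) with his tag at 25 nM final met compounds first, then biotinylated RON2 peptide at 25 nM; detection used donor plus acceptor beads, 10 µg/mL apiece, read by AlphaScreen after 30 min at room temperature.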
AmpC detergent = AmpC beta-lactamase inhibition with detergent present; AmpC hydrolysis of nitrocefin, absorbance 480 nm, 0.01% Triton; 370,000 tested, 0.041% active; Potency, µM (titrated, usually from 114 µM), for the others: at the top dose activity change, negative = inhibition, usual class: inhibitors; AID 485294;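 also: potency is read from the fitted curve at half-maximal effect; 0% = no-compound wells and -100% = no-enzyme wells; nearly all actives have a fitted effect of over 25% in size; some results filed as inactive show a strong effect at the top dose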
Target sequence (P00811 whole entry, looked up): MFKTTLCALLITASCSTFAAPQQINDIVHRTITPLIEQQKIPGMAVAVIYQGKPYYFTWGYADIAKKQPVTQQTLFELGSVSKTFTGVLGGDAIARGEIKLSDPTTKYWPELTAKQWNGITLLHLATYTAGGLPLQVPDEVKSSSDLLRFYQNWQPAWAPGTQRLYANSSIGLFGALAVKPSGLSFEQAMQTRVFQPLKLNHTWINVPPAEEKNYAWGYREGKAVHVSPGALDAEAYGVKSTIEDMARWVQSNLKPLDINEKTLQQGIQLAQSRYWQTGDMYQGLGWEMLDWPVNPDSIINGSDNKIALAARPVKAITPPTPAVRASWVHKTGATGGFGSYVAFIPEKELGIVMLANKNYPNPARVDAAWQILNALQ
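AmpC (5.3 nM in the dispensed reagent) in 20 mM phosphate pH 7.0 with 0.01% (detergent screen) or 0.0001% Triton X-100 was preincubated with compounds for 15 min at room temperature. Nitrocefin was then added from an 800 uM solution, and hydrolysis was followed at 480 nm.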
HCMV inh = inhibitors of human cytomegalovirus | HFF cells, HCMV-luciferase reporter, 72 h; active compounds read low | activity change, negative = inhibition, % at 57.5 µM | 410,000 tested, 4.5% active; in the data active = activity change below about -60%; inconclusive = no clear call, values can overlap the other calls; inactive = above about -39%
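Two-dose cell screen: HFF monolayers treated with compounds and infected with luciferase-expressing HCMV at 1 PFU/cell, 72 h at 37C, then lysed for luciferase measurement.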
HCV inhibitor = blocks hepatitis C virus. Huh7.5.1 HCVcc-Cre infection, luciferase reporter, 44 h. Potency, µM (titrated, usually from 41.8 µM), for inactives: top-dose activity change, negative = inhibition, usual class: inhibitors. 340,000 tested, 3.4% active. AID 651820; also: potency is read from the fitted curve at half-maximal effect
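After 44 h co-culture of compound, cells and HCVcc-Cre (~0.5 moi), substrate is added for 15 min at room temperature and luciferase measured over 15 sec. Cells were seeded at 1,000/well and pre-cultured 4 h.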
Giardia FBPA inh = blocks Giardia fructose-bisphosphate aldolase activity; AID 2451; Potency, µM (series often up to 59.6 µM), without a hit: at the highest dose activity, negative = inhibition, most hits filed as inhibitors; A8B2U2; 290,000 tested, 0.71% active; purified Giardia FBPA; also: potency is read from the fitted curve at half-maximal effect; nearly all actives have a fitted effect of over 55% in size
Target sequence (A8B2U2 whole entry, looked up): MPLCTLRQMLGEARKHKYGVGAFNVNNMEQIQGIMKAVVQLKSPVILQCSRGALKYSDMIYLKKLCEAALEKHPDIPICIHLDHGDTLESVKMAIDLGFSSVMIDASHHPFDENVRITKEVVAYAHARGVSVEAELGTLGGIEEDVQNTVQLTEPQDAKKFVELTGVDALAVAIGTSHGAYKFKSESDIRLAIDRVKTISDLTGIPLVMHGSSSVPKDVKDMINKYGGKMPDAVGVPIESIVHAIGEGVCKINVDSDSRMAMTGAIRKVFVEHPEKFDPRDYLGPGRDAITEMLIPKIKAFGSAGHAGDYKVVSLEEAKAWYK
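40 nM FBPA preincubated 10 min at RT with compound (up to 57.5 uM final), then substrate plus GAPDH/TPI/NAD/arsenate coupling and diaphorase/resazurin added. Fluorescence read after 20 min at RT, 525/598 nm.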
Starred values were filed as active, the others as inactive; ? = inconclusive; . = no result given; & = joins results of further samples; [ ] = remark or other dose. Unless noted, calls follow the shape of the dose curve; as a rule, active = well fitted curve in the direction sought with a large enough effect; inconclusive = small, poorly fitted or top-dose-only effect, or another doubt; inactive = no such curve, though single readings can be large; an effect the other way counts as inactive or inconclusive. Unless noted, % is scaled to controls: 0 for no effect and ±100 for the full control effect.

nr | structure | Giardia FBPA inh | AMA1-RON2 inh | AmpC detergent
1 | CC1=CC(C)(C)Nc2ccc(OC(=O)C(Cc3ccccc3)N3C(=O)C4CCCCC4C3=O)cc21 (centres undefined) | ? | ? | 7%
2 | CC(Sc1ncccn1)C(=O)NC1(C#N)CCCCC1 (centres undefined) | . | 13%[11.6 µM] | 2%
3 | COc1cc(NC(=O)Cn2c(=O)n(CC3CCCO3)c(=O)c3ccccc32)cc(OC)c1 (centres undefined) | 4% | 3% | 2%&15%
4 | COc1ccc(C2(C)NC(=O)N(CC(=O)c3ccc4c(c3)OCO4)C2=O)cc1 (centres undefined) | 9% | 15% | 6%
5 | CCN(C[C@H]1N[C@@](C)(C(=O)OC)[C@H]2C(=O)N(Cc3ccccc3)C(=O)[C@@H]12)C(=O)Nc1ccc(OC)cc1 | . | 0% | .
6 | COc1cccc(N2CCN(C(=O)CCn3c(=S)[nH]c4cc5c(cc4c3=O)OCO5)CC2)c1 | 13% | . | 0%
7 | O=C(CCn1cccn1)NCc1ccc(Cl)cc1 | . | . | 17%
8 | CC1(C(=O)N2CCC(CC3CC(c4ccc(Cl)cc4)=NO3)(C(=O)NCC3CCCCC3)CC2)CC1 (centres undefined) | -2% | -2% | -14%
9 | CCOc1ccc(NC(=O)c2cc3n(n2)C(C(F)(F)F)CC(c2ccco2)N3)cc1 (centres undefined) | 1% | 1% | -10%
10 | C=Cc1ccc(CSc2nc(-c3ccc(OC)cc3)nc3c2Cc2c(CO)cnc(C)c2O3)cc1 | . | . | 14%

nr | HCMV inh | HCV inhibitor | Sm TGR block
1 | ? | ? | -24%
2 | 13 | -9% | 2%
3 | -13&21 | -15% | 0%&8%
4 | 20 | 3% | -34%
5 | -12 | -2% | .
6 | . | . | 0%
7 | 7 | . | -3%
8 | -5 | ? | -1%
9 | 8 | ? | 0%
10 | 3 | . | -2%

Continuation.
nr | structure | Giardia FBPA inh | AMA1-RON2 inh | AmpC detergent
11 | CCc1nc2ccccc2c(C(=O)OCC(=O)N(CCOC)c2c(N)n(Cc3ccccc3)c(=O)[nH]c2=O)c1C | . | 0% | -13%
12 | CCN(c1ccc(NC(=O)COC(=O)CCc2cc(OC)c(OC)c(OC)c2)cc1)C(C)C | -6% | -21% | 7%
13 | COC(=O)c1ccc(Oc2c(C)oc3c(CN4CCN(C)CC4)c(O)ccc3c2=O)cc1 | 9% | 0% | 10%
14 | COC(=O)c1cc(NS(=O)(=O)c2ccc3c(c2)CCC(=O)N3)cc(C(=O)OC)c1 | 11% | 2% | ?
15 | Cc1ccc(NC(=O)Cn2c(=O)n(CC3CCCO3)c(=O)c3ccccc32)cc1 (centres undefined) | . | . | 0%
16 | CN(C)[C@@H]1C(=O)C(C(=O)NCN2CCCC2)=C(O)[C@@]2(O)C(=O)C3=C(O)c4c(O)cccc4[C@@](C)(O)C3CC12 (some centres undefined) | ? | . | ?
17 | COc1ccc(-n2c(SCC3CNC(=O)O3)nnc2-c2ccc(Cl)cc2)cc1 (centres undefined) | 1% | -1% | ?
18 | COc1cccc(C2C(C(N)=O)=C(C)Nc3nc(-c4cccc(Cl)c4)nn32)c1 (centres undefined) | -6% | ? | -2%
19 | Cc1c(Cc2ccccc2)c(=O)oc2cc(OCC(=O)N3CCC(C(N)=O)CC3)ccc12 | 0% | 7% | -2%
20 | Cc1c(OCC(=O)NCCCN2CCOCC2)ccc2c(-c3ccccc3)cc(=O)oc12 | -3% | -9% | ?

nr | HCMV inh | HCV inhibitor | Sm TGR block
11 | ? | 14µM* | 3%
12 | 48 | 6% | 16%
13 | -22 | -29% | 20%
14 | 13 | -11% | -2%
15 | -4 | . | -9%
16 | . | -5%[8.37 µM] | 7.9µM*
17 | 0 | 7% | 0%
18 | 294 | 0% | -18%
19 | -14 | ? | 15%
20 | -12 | -28% | -2%

Retrieved one by one from the list above (three):
nr | structure | Giardia FBPA inh | AMA1-RON2 inh | AmpC detergent
13 | COC(=O)c1ccc(Oc2c(C)oc3c(CN4CCN(C)CC4)c(O)ccc3c2=O)cc1 | 9% | 0% | 10%
11 | CCc1nc2ccccc2c(C(=O)OCC(=O)N(CCOC)c2c(N)n(Cc3ccccc3)c(=O)[nH]c2=O)c1C | . | 0% | -13%
17 | COc1ccc(-n2c(SCC3CNC(=O)O3)nnc2-c2ccc(Cl)cc2)cc1 (centres undefined) | 1% | -1% | ?

nr | HCMV inh | HCV inhibitor | Sm TGR block
13 | -22 | -29% | 20%
11 | ? | 14µM* | 3%
17 | 0 | 7% | 0%

Other structures follow.
nr | structure | Giardia FBPA inh | AMA1-RON2 inh | AmpC detergent
21 | Cc1nc(CS(=O)(=O)c2ccccc2)cc(Sc2ccc(Cl)cc2)n1 | -2% | -2% | 0%
22 | CC1COC(c2cccn2Cc2ccccc2Cl)=N1 (centres undefined) | -2% | ? | 1%
23 | CCN1C(=O)N[C@@H](c2ccc(Br)cc2)C(C(=O)OC)=C1C | 2%&4% | -5% | ?
24 | CNC(=O)NC(=O)C(C)OC(=O)CCCSc1nc2ccccc2s1 (centres undefined) | 1% | -6%[11.6 µM] | -1%
25 | CC(O)CNc1ccc(-c2n[nH]c(=O)c3ccccc23)cc1[N+](=O)[O-] (centres undefined) | 12% | 6% | -11%
26 | CCOc1ccccc1N1CCN(C(=O)c2cc3cc(OC)ccc3[nH]2)CC1 | -17% | -3% | 0%
27 | O=C(Nc1nn[nH]n1)c1ccc(S(=O)(=O)N2CCCCC2)cc1 | -27% | 16% | 5%
28 | COc1ccc([C@@H]2[C@@H]3C(=O)N(C(C)(C)C)C(=O)[C@@H]3[C@]3(CC(C)C)C(=O)N(c4cccc(Br)c4)C(=O)N23)cc1 | -9% | 0% | ?
29 | S=c1[nH]c(-c2ccccc2)cn1-c1ccccc1 | 18% | 46%[activator] | -14%
30 | COc1ccc(-n2ncc3c(NCCN4CCOCC4)ncnc32)cc1 | 0% | -7% | ?

nr | HCMV inh | HCV inhibitor | Sm TGR block
21 | 15 | -21% | -5%
22 | -21 | 16% | 12%
23 | 9 | 7% | -15%
24 | -33 | 11% | 2%
25 | 20 | -20% | 18%
26 | . | ? | -29%
27 | -23 | 1% | -8%
28 | -9 | -9% | 1%
29 | 61 | -5% | 12%
30 | . | -13% | -12%

Next compounds
nr | structure | Giardia FBPA inh | AMA1-RON2 inh | AmpC detergent
31 | O=C(c1cccc(S(=O)(=O)N2CCOCC2)c1)N1CCN(C/C=C/c2ccccc2)CC1 | . | 8% | 1%
32 | Cc1ccc2c(c1)cc(C(=O)Nc1ccc(F)cc1F)n2C | . | . | 20%
33 | Cc1ccc(-c2nn(CC(=O)NC3CCCC3)c3c2cnc2ccccc23)cc1 | . | . | 21%
34 | CCCN(CCC)C1CC(=O)N(Cc2ccccc2)C1=O (centres undefined) | 0% | 8% | ?
35 | CCOC(=O)C(NC(=O)CCl)(Nc1ccc(C(O)(C(=O)OCC)C(F)(F)F)cc1)C(F)(F)F (centres undefined) | 0% | -3% | ?
36 | CN1CCN(c2ccc(Cl)cc2NS(=O)(=O)c2ccccc2Cl)CC1 | -3% | -2% | -14%
37 | O=C(O)[C@H](Cc1ccccc1)N1C(=O)c2ccncc2C1=O | -1% | 7% | -7%
38 | CCCN(CCC)S(=O)(=O)c1ccc(C(=O)N2CCn3c4c(c5cc(C)ccc53)CCCC42)cc1 (centres undefined) | . | . | 1%
39 | O=[N+]([O-])c1cccc(NNS(=O)(=O)c2ccccc2F)c1 | ? | -23% | -11%
40 | CN(C)S(=O)(=O)Oc1cc(Cl)ccc1C(=O)Nc1ccc(F)cc1F | 0% | -12% | 1%

nr | HCMV inh | HCV inhibitor | Sm TGR block
31 | -29 | -20% | -25%
32 | 20 | . | 6%
33 | 33 | . | -1%
34 | -23 | 3% | 10µM*
35 | -23 | 10% | -26%
36 | 18 | ? | ?
37 | 43 | 11% | -1%
38 | -16 | . | 7%
39 | -8 | 9% | -12%
40 | -40 | -26% | 0%

Next section
nr | structure | Giardia FBPA inh | AMA1-RON2 inh | AmpC detergent
41 | c1ccc2c(c1)c1c3n2CCNC3CCC1 (centres undefined) | 0% | -6% | 4%
42 | Cc1ccsc1CN(C(=O)c1oc2ccc(F)cc2c1C)C1CCS(=O)(=O)C1 (centres undefined) | . | . | 11%
43 | S=C(NCc1ccccc1)Nc1ccc2cn[nH]c2c1 | -7% | -5% | -11%
44 | CC(C)=N/N=C1/NC(=O)C(Cc2ccccc2)S1 (centres undefined) | 11% | 38%[activator] | ?
45 | Cc1noc(C)c1COC(=O)C1CCN(S(=O)(=O)c2c(Cl)cccc2Cl)CC1 | . | 8% | -13%
46 | COc1cc(C(=O)OCC(=O)NCCCc2ccccc2)ccc1OCC(C)C | . | -6% | 6%
47 | O=C(CC1(CC(=O)N2CCOCC2)CCCC1)Nc1ccccc1 | . | -3% | ?
48 | Cc1ccc(-c2nn(Cc3ccccc3)cc2C=O)cc1C | -3% | 11% | -11%
49 | CC(=O)c1cc(-c2ccccc2)n(CCC(=O)Nc2ccc(C)cc2C)c1C | . | . | -6%
50 | Cc1cc(C(=O)O)sc1C | -6% | 8% | -3%

nr | HCMV inh | HCV inhibitor | Sm TGR block
41 | 54 | -1% | 1%
42 | 33 | . | -1%
43 | -19 | -13% | 40µM*
44 | 29 | 10% | 3%
45 | -20 | 7% | -2%
46 | 21 | -9% | -16%
47 | 0 | 11% | 6%
48 | 25 | -25% | -9%
49 | 0 | . | 48%[activator]
50 | 14 | 5% | 10%

The list goes on; the last 2 above are carried over.
nr | structure | Giardia FBPA inh | AMA1-RON2 inh | AmpC detergent
49 | CC(=O)c1cc(-c2ccccc2)n(CCC(=O)Nc2ccc(C)cc2C)c1C | . | . | -6%
50 | Cc1cc(C(=O)O)sc1C | -6% | 8% | -3%
51 | CC(=O)C1=C(C)NC(=O)NC1c1cccc([N+](=O)[O-])c1O (centres undefined) | 0% | 0% | 5%
52 | O=C(c1cc2ccccc2[nH]1)N1O[C@@H]2C=C[C@H]1C2 | . | 3% | .
53 | CC(C)C[C@H](NC(=O)N1CCN(c2ccccc2)CC1)C(=O)O | -1% | 13% | 0%
54 | COC(=O)[C@@]1(Cc2ccc(OC)cc2)[C@H]2c3cc(C(=O)N4CCCC4)n(CCc4ccc(OC)c(Br)c4)c3C[C@H]2CN1C(=O)c1ccccc1 | 0% | -2% | .
55 | COc1cccc(-c2cc3nc(-c4ccccc4)cc(N4CCCC(O)C4)n3n2)c1 (centres undefined) | -13% | 49%[activator] | 6%
56 | c1ccc(CCNc2ncnc3nc[nH]c23)cc1 | -7% | 6% | -3%

nr | HCMV inh | HCV inhibitor | Sm TGR block
49 | 0 | . | 48%[activator]
50 | 14 | 5% | 10%
51 | -25 | 17% | 0%
52 | 24 | 29% | .
53 | 2 | 14% | -9%
54 | -8 | . | .
55 | -33 | 4µM* | 20%
56 | ? | ? | -7%

3 structures from above, arranged by molecular weight, lowest first:
nr | structure | Giardia FBPA inh | AMA1-RON2 inh | AmpC detergent
56 | c1ccc(CCNc2ncnc3nc[nH]c23)cc1 | -7% | 6% | -3%
52 | O=C(c1cc2ccccc2[nH]1)N1O[C@@H]2C=C[C@H]1C2 | . | 3% | .
53 | CC(C)C[C@H](NC(=O)N1CCN(c2ccccc2)CC1)C(=O)O | -1% | 13% | 0%

nr | HCMV inh | HCV inhibitor | Sm TGR block
56 | ? | ? | -7%
52 | 24 | 29% | .
53 | 2 | 14% | -9%

Bioassay records as filed in PubChem.
